# S1P3 antagonist: blocks the human S1P3 receptor | inhibition, % at 4.98 µM | 0.27% of 170,000 active | CHO S1P3 NFAT-BLA reporter, FRET fluorescence, antagonist mode | Q99500;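 active = inhibition above the plate cutoff, the mean inhibition of test wells on that plate plus 3 SD, cut at about 28% in these data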;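 note: cells challenged with S1P at its EC80 of 0.8 µM; blue over green emission ratio from cleaved BLA substrate after 4 h stimulation; 0% = S1P-stimulated wells and 100% = unstimulated DMSO-only wells; some compounds past the cut are filed as inactive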
# Target sequence (Q99500 whole entry, looked up): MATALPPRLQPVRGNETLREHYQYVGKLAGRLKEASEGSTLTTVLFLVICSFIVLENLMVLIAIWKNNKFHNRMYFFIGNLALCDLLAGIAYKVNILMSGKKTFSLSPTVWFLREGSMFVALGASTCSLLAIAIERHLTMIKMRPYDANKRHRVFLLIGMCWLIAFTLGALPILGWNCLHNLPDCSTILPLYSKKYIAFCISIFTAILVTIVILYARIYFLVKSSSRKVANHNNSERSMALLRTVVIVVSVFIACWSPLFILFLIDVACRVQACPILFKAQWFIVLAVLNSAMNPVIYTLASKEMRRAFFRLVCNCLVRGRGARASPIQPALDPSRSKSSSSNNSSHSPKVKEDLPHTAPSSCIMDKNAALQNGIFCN
# DTT redox prof: compounds producing H2O2 with reducing agent – biochemical, NIH compound library profiling, artefact control for MLSCN library redox annotation, primary screen | DTT-dependent redox cycling H2O2, phenol red/HRP absorbance; 100% = 100 µM peroxide control, 0% = buffer | activation, % at 10 µM | 0.03% of 200,000 active;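 active = activation of at least 50% relative to the plate's high and low controls in the primary single-dose screen; inactive = activation below 50%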;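 note: compound incubated with DTT at 0.8 mM final as the reducing agent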
# TNAP inh noacc: inhibitors of human TNAP without phosphate acceptor. AID 1012. inhibition, % at 20 µM. 0.26% of 200,000 active. purified TNAP, CDP-star luminescence, 30 min. P05186;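 active = tissue-nonspecific alkaline phosphatase inhibition above about 50% at 20 µM in the single-dose screen, limit read from the data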;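 note: 0% = DMSO negative control and 100% = EDTA positive control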
# L major viab: reduces viability of Leishmania major promastigotes; resazurin fluorescence viability; AID 1063; inhibition, % at 10 µM; 9% of 200,000 active; in the data active = inhibition above about 50%;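 note: promastigotes grown with compound for 44 hours at 28 °C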
# PMI activator: phosphomannose isomerase (human) activation. activation factor at 20 µM. 0.005% of 190,000 active. AID 1214. purified human PMI, coupled resazurin fluorescence, 20 min; active compounds read high; 1 = vehicle control, 0 substrate-free wells. P34949;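 active = activation factor of 2 or more at 20 µM, relative to plate controls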
# Target sequence (P34949 whole entry, looked up): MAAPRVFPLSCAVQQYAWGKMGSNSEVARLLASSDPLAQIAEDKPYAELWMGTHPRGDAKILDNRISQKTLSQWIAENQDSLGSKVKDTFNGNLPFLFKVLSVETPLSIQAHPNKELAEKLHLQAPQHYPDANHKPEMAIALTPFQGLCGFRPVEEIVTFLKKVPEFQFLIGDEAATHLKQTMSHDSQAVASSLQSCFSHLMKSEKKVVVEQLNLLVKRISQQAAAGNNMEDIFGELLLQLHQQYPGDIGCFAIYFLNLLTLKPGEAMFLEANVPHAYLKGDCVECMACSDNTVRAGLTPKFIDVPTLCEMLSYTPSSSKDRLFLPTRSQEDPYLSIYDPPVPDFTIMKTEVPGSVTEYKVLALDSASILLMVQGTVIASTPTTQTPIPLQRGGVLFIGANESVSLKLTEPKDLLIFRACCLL
# Hsp70 activator: transcriptional activators of Hsp70; HeLa Hsp70 promoter luciferase reporter, luminescence; scaled: vehicle 0, proteasome-inhibitor control 100%; 0.04% of 200,000 active; AID 1203; activation, % at 10 µM;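 active = activation above the mean across all tested compounds plus 3 SD, cutoff set per campaign, cut at about 5.5% in these data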;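 note: 100% = MG132 at 30 µM as the positive control and 0% = DMSO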
# HMGR II inh: inhibitors of class II HMG-CoA reductase from Enterococcus faecalis | purified E. faecalis HMGR, NADPH absorbance 340 nm kinetic | inhibition, % at 10 µM | 0.41% of 190,000 active;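 active = inhibition above a set limit, the median over all tested compounds plus 3 SD, cut at about 9.5% in these data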;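 note: enzyme runs in reverse so mevalonate oxidation gives rising NADPH absorbance; 0% = complete reaction with DMSO and 100% = background rate lacking mevalonate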
# PMI act hi M6P: activators of human phosphomannose isomerase at near-saturating mannose 6-phosphate; activation factor at 20 µM; P34949; 0.34% of 190,000 active; coupled PMI enzyme assay, resazurin fluorescence, 20 min; active compounds read high; 1 = untreated enzyme, 0 = substrate-free blank; AID 1216;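 active = activation factor of 2 or more at 20 µM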
#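 assay system = human phosphomannose isomerase with PGI, G6PDH, diaphorase coupling enzymes | quantity = 15 ng/mL PMI | incubation = enzyme reaction with compound 20 min at room temperature | medium = HEPES pH 7.4 buffer with MgCl2 and Tween-20 | compound dosing = one concentration, 20 µM, in 1% DMSO | measured by = Diaphorase-driven resazurin-to-resorufin fluorescence, excitation 544, emission 590 nm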
# RAM network inh: inhibitors of the yeast RAM network; S. cerevisiae dse1pr::URA3 reporter, 5-FOA growth OD615, 2 d; analog-sensitive cbk1-as2 kinase mutant strain; inhibition, % at 50 µM; 1.8% of 190,000 active;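 active = inhibition above a set limit, 3 SD over mean compound inhibition, cut at about 8.4% in these data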;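 note: 0% = DMSO-only wells with no growth and 100% = 10 µM 1-NA-PP1 full growth; inhibition rescues growth on 5-FOA so higher OD means more RAM inhibition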
# TNAP inh hi DEA: blocks human TNAP under high phosphate acceptor concentration; purified TNAP, CDP-star luminescence, 1 M DEA; inhibition, % at 20 µM; 0.03% of 200,000 active; AID 1135;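 active = over 50% inhibition of tissue-nonspecific alkaline phosphatase at 20 µM in the single-dose screen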;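 note: plate controls were DMSO wells for no effect and EDTA-quenched wells as full inhibition for full effect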
# * hit, by the source's call; / = no result given.
# Below each SMILES: S1P3 antagonist	DTT redox prof	TNAP inh noacc	L major viab	PMI activator	Hsp70 activator	HMGR II inh	PMI act hi M6P	RAM network inh	TNAP inh hi DEA
1: O=C(N/N=C\c1cccc(Cl)c1)c1n[nH]c2c1CCCC2
  0	-0.2	-82	31	1	0.1	-4	1.1	0.9	0
2: Cc1nc2ccccc2nc1N1CCC(C)CC1
  1	3.2	-9	-6	0.8	-0.4	0	0.9	0.4	-2
3: N#CC(c1ccccn1)c1ncc(C(F)(F)F)cc1Cl (centres undefined)
  -24	-0.2	-7	-1	1	0.2	-2	1	0.9	1
4: CN(C)C(=O)COc1ccc2ccc(=O)oc2c1
  -2	2.2	-10	-3	1	-0.4	-7	1	-0.3	-1
5: COC(=O)c1ccc(NC(=O)CCS(=O)(=O)c2ccc(Br)cc2)cc1
  -17	-0.5	-8	13	1	-0.5	-7	1.1	2.3	0
6: CCOC(=O)c1cc2nc(Nc3ccc(OC)cc3)sc2s1
  24	-0.7	-9	-3	1	-0.2	-4	1.1	4.6	-1
7: CN(CCc1ccccn1)Cc1ccc(Cl)cc1
  -11	2.6	-12	10	1	0.1	-5	1.1	2.3	-4
8: Cc1c(NC(=O)CN2c3ccccc3CC2C)c(=O)n(-c2ccccc2)n1C (centres undefined)
  -4	5.7	-14	-7	1.1	0.2	6	1	1.8	-6
9: COc1ccc(C(=O)C[n+]2cccc(C)c2)cc1
  -7	-0.1	3	-2	1.1	-0.2	-1	0.9	1.2	0
10: Cc1ccc(-n2c(SCC(=O)N3CCCC3)nc3c(c2=O)SCC3)cc1
  /	-2.9	-13	-5	0.9	-0.2	-4	0.9	4.2	-6
11: CN(C)S(=O)(=O)Nc1ccc(Oc2ccccc2)cc1
  28	1.2	-13	82*	0.9	0.2	-4	1	1.9	-6
12: Cc1[nH]c2ccccc2c1C(Nc1nccs1)c1ccncc1 (centres undefined)
  -15	0.2	0	6	0.9	-0.4	2	1	1.1	2
13: NC(=O)c1nn(-c2ccccc2)c(=O)cc1O
  /	-6.9	-1	-6	1.2	-0.5	-5	1.1	0.5	-6
14: COc1ccc(C)cc1S(=O)(=O)N(C)CC(=O)N1CCC(C(N)=O)CC1
  6	-0.8	-12	-3	1	0.0	-2	1.1	-0.4	-7
15: CN1C(=O)NC2C1N(S(C)(=O)=O)CCN2S(C)(=O)=O (centres undefined)
  12	-0.7	-15	-4	1	-0.1	-2	1	1.2	-10
16: CCOCCCN1CN(Cc2ccco2)CNC1=S
  -15	-0.7	-8	-7	0.9	-0.2	0	0.9	0.1	-1
17: CCC(C)C(=O)Nc1ncc2c(n1)CC(c1cccs1)CC2=O (centres undefined)
  /	0.1	-9	-4	1	-0.5	2	1	2.8	-2
18: CCN(CC)CCCNC(=O)c1cn(C)c2ccc(S(=O)(=O)N(C)C)cc2c1=O
  -24	-1.5	-13	40	1	-0.4	-6	0.9	1.6	-5
19: Cc1ccc(NC(=S)N2CCOCC2)cc1
  -7	0.5	-12	-4	1.1	-0.2	-4	1.1	0.1	0
20: O=C(NCc1cccc(Cl)c1)c1ccco1
  -5	0.4	-6	-2	1	-0.2	-1	1.1	-0.1	-4
21: C=CCn1c(COc2ccccc2F)nnc1SCC(=O)NC(=O)NCc1ccco1
  3	0.3	-14	-7	1.1	-0.3	0	1	2.6	-7
22: COc1ccc(N2C(N)=C(C#N)C(c3ccsc3)C3=C2CCCC3=O)c(OC)c1 (centres undefined)
  3	-0.2	-5	3	0.6	0.1	-3	0.4	1.4	3
23: COc1ccc(C(=O)c2ccc(N(C)C)cc2)c2ccccc12
  /	0.2	-10	-3	0.9	-0.1	0	0.8	5.3	-4
24: COc1ccc(CCn2c(SCC(=O)Nc3cc(C)on3)nc3ccsc3c2=O)cc1OC
  /	-1.2	11	11	0.9	-0.2	-3	0.9	2.7	-1
25: CC(C)N1CCN(Cc2ccsc2)CC1CCO (centres undefined)
  -2	-0.1	-3	-3	1	-0.3	-4	0.9	1.1	0
26: COc1ccccc1CN(CC(=O)NCC1CCCO1)C(=O)CNS(=O)(=O)c1ccc(C)cc1 (centres undefined)
  -27	-0.1	-9	-5	0.9	-0.1	-1	1	4.7	2
27: C=CCn1c(COc2cccc3ccc(C)nc23)nnc1SCC(=O)OC
  7	0.2	-13	-1	1	-0.2	0	1.1	1.2	-4
28: Cc1cc(C)n2cc(CSc3nc4cc(Cl)ccc4o3)nc2n1
  6	0.2	-4	45	1	-0.2	-1	1	0.3	-11
29: O=C(CSCc1nc2ccccc2[nH]1)N1CCN(c2ccc(F)cc2)CC1
  -3	0.4	-9	1	1.1	-0.2	0	0.8	1.5	0
30: Cn1c(COc2ccccc2)nnc1SCC(=O)NNC(=O)C1CCCCC1
  -3	0.0	-74	-6	1	-0.1	-2	1.1	2.5	-5
31: O=C(c1cccc(F)c1)N1CCN(c2cccc(C(F)(F)F)c2)CC1
  6	0.6	-13	-2	0.8	-0.3	-2	0.8	1.1	-4
32: CCOc1ccccc1NC(=S)N1C2CCC1CC(NC(=O)NC13CC4CC(CC(C4)C1)C3)C2 (centres undefined)
  /	1.1	-37	5	0.9	-0.4	0	0.9	7.1	-1
33: CNc1nc(Oc2ccc(=O)n(C)n2)nc(N2CCOCC2)n1
  /	2.0	-6	-6	1	-0.3	-2	1.1	-0.1	-2
34: COc1cc(C2c3c(-c4ccccc4)n[nH]c3C(=O)N2c2ccccc2)ccc1O (centres undefined)
  -32	1.6	2	3	1	-0.4	-4	0.9	0.8	0
35: COc1ccc(CCN2C(=O)CC(NNC(=O)c3ccccc3Br)C2=O)cc1 (centres undefined)
  -21	-0.1	-22	-3	0.9	0.2	-2	1	3.2	2
36: Cc1ccc(Sc2cnn(-c3ccccc3)c(=O)c2Cl)cc1
  /	-10	2	24	1	-0.4	-4	0.9	1.7	0
37: CC(=O)c1ccc(Sc2nnnn2-c2ccccc2)c([N+](=O)[O-])c1
  8	-0.1	-15	100*	0.8	0.0	-1	0.9	2.8	-4
38: Cc1ccc2nc(-c3ccc(SCC(=O)Nc4ccc5c(c4)OCCO5)nc3)[nH]c2c1
  -6	0.0	-9	14	0.9	0.2	-1	1	2.5	-1
39: O=C(COc1cccc(-n2cnnn2)c1)NCCC1=CCCCC1
  -22	-4.0	-17	6	1	-0.2	3	1	1.1	-10
40: COc1cc(-c2nc(C)c(C(C)=O)n2O)ccc1OCC(=O)Nc1ccc(Cl)cc1
  8	0.3	-7	-9	0.9	-0.2	-5	0.9	-0.5	1
41: CCCCn1c(=O)c(CCC(=O)OCC(=O)NC(=O)NCCC(C)C)nc2ccccc21
  4	-0.1	2	1	0.9	-0.2	-3	1	2.0	5
42: CCCCn1nc2cc(C(=O)NCc3cc(C(F)(F)F)cc(C(F)(F)F)c3)ccc2c1OCC
  /	-2.6	-12	1	0.9	-0.2	2	0.9	6.6	-5
43: Cc1ccc(N/N=C2\CCS(=O)(=O)c3sccc32)cc1
  8	-1.0	-16	-11	1.8	0.2	-5	2.8*	5.0	-4
44: Cc1cc(C)cc(NC(=S)NC2CC3CCCC(C2)N3CC(C)C)c1 (centres undefined)
  -18	-0.3	-12	37	0.9	-0.4	-6	1	0.9	-2
45: O=S1(=O)CCC(NC(=S)Nc2ccc(Cl)cc2)C1 (centres undefined)
  9	0.4	8	22	1.1	-0.4	-6	1.1	2.2	-5
46: CC(C)(C)n1nnnc1C(c1ccc(Cl)cc1)N1CCSCC1 (centres undefined)
  /	2.5	-8	13	1	-0.3	-1	1	1.3	-4
47: Cn1c(SCC(=O)NCc2cccs2)nnc1-c1ccc(O)cc1
  -10	0.6	-11	-10	0.9	-0.2	-3	1	0.1	-9
48: CC(/C=N/n1c(-c2ccc(C)cc2)n[nH]c1=S)=C\c1ccco1
  1	0.6	45	-4	0.8	0.1	-3	0.8	2.9	3
49: COc1ccc(Nc2ncnc3sc(-c4ccccc4)cc23)cc1
  /	3.7	-8	-1	0.8	-0.3	-1	0.9	2.4	-8
50: CC(=O)NC1(c2ccccc2)CCN(c2nc(C)cc(C)n2)CC1
  -7	-1.1	-19	-6	1	0.1	-3	1	-0.3	-9
51: Cc1ccc(C(=O)N2c3ccccc3NC(=O)C2C)cc1 (centres undefined)
  3	13	-5	-5	1	0.1	-4	0.9	2.2	-4
52: O=C(C1CCN(S(=O)(=O)N2CCC3(CC2)OCCO3)CC1)N1CCC(Cc2ccccc2)CC1
  -6	0.7	3	-1	1.1	-0.5	0	1	0.4	-3
53: Nn1c(SCc2nc3ccccn3c2Br)nnc1-c1cccnc1
  -2	2.2	-7	-3	1.1	-0.2	-1	1.1	0.7	-5
54: C/C(=N\NC(=O)c1cc(C)oc1C)c1ccc2c(c1)OCO2
  -17	0.3	-10	-2	1.1	0.1	-5	1.1	2.2	-1
55: CCN(C1CCCCC1)S(=O)(=O)c1ccc(S(=O)(=O)NCCc2ccncc2)cc1
  12	0.1	-12	1	0.9	-0.2	-1	0.9	0.0	-7
56: COc1cccc(CC(=O)NCC2(N3CCCCC3)CCCCC2)c1
  -3	-0.4	-13	-1	1.1	-0.4	-3	1	0.7	-6
57: Cc1ccc(C(=O)Nc2c3c(nn2C(C)(C)C)CS(=O)(=O)C3)cc1C
  /	0.0	-5	-7	0.9	-0.3	-2	0.9	0.7	-8
58: COc1ccc(NC(=O)c2cccc(NC(=O)C3C4CC5OC(=O)C3C5C4)c2)c(OC)c1 (centres undefined)
  8	2.7	-17	-6	1	-0.5	-1	1	0.8	-5
59: O=C(N/N=C/c1ccc2cccc(OCc3ccccc3)c2n1)c1ccc(Cl)cc1
  /	-3.9	0	68*	1	-0.2	1	1	3.3	2
60: COCCCNC(CC(=O)Nc1ccccc1C(=O)OC)C(=O)O (centres undefined)
  -1	0.4	/	-4	/	-0.1	/	/	/	/
61: CN(Cc1nc(CCc2ccccc2)no1)Cc1cccs1
  -8	-1.0	-3	-2	0.8	0.5	-4	0.9	0.8	0
62: Cn1c(COc2ccc(Cl)cc2)nc2ccccc2c1=O
  -44	0.4	-5	27	1.1	-0.1	8	1	1.9	-9
63: O=C1c2ccccc2C(=O)N1CCCc1c[nH]c2ccccc12
  1	0.7	-2	-3	0.9	0.1	3	1	3.4	1

# 3 compounds already listed, arranged by the number in DTT redox prof, high to low:
nr | SMILES | S1P3 antagonist | DTT redox prof | TNAP inh noacc | PMI activator | Hsp70 activator | HMGR II inh | PMI act hi M6P | RAM network inh | TNAP inh hi DEA
33 | CNc1nc(Oc2ccc(=O)n(C)n2)nc(N2CCOCC2)n1 | / | 2.0 | -6 | 1 | -0.3 | -2 | 1.1 | -0.1 | -2
11 | CN(C)S(=O)(=O)Nc1ccc(Oc2ccccc2)cc1 | 28 | 1.2 | -13 | 0.9 | 0.2 | -4 | 1 | 1.9 | -6
20 | O=C(NCc1cccc(Cl)c1)c1ccco1 | -5 | 0.4 | -6 | 1 | -0.2 | -1 | 1.1 | -0.1 | -4
